Screens from PubChem.
CaV13 ICDI inh = Primary screen for inhibitors of IQ motif and Ca2+-dependent inactivation inhibitor domain binding in CACNA1D, Förster resonance energy transfer in living cells, …; HEK cells, CFP/YFP FRET ICDI-IQ, plate reader, 10 min; percent FRET-ratio fall versus neutral wells; 340,000 compounds, 0.098% hits; inhibition, % at 12.3 µM;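 active = mean replicate inhibition of at least 30% and at least 1% of replicates passing that level; inconclusive = only one of the two criteria is met; inactive = neither criterion is met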;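 note: 0% = median of the neutral control wells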
ABCB6 inh MLPCN = inhibitors of human ABC transporter ABCB6; AID 602162; fluorescence ratio to DMSO, % at 10 µM; K562-ABCB6 porphyrin accumulation, flow cytometry, 1 h; stronger effect = lower value; 360,000 compounds, 0.19% hits;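 active = fluorescence ratio to DMSO below 75%, the collection mean minus 3 SD; inconclusive = too few cells collected in the well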;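 note: signal is porphyrin accumulated inside mitochondria; 100% equals median channel fluorescence of DMSO control wells; lower ratio means ABCB6 inhibition with less porphyrin fluorescence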
Vif imaging = blocks HIV Vif function; 340,000 compounds, 0.35% hits; AID 602346; HEK293T cells, Vif self-association by quenched fluorescence, imaging, 24 h; inhibition, % at 7.49 µM; in the data active = inhibition above about 50%, passing the limit was not always enough; inconclusive = no clear call, values can overlap the other calls; inactive = below about 31%; note: some results filed as inactive read as strong as hits
Cardio protect = protects H9c2 cardiomyocytes from peroxide injury; protection from H2O2 cell death, % at 20 µM; AID 588492; 360,000 compounds, 0.63% hits; H2O2 injury protection, ATPLite, 2 h;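 active = compounds giving at least 50% protection of heart cells from peroxide-induced death in the single-dose screen, raw or plate-pattern-corrected value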;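 note: 0% = DMSO wells with peroxide and 100% = DMSO wells without peroxide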
PDI turbidity = blocks human protein disulfide isomerase activity; P07237; PDI insulin aggregation turbidity, A650, 90 min; inhibition, % at 10 µM; 350,000 compounds, 0.052% hits; AID 588391;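 active = mean inhibition across replicates of 30% or more, whatever share of single replicates reach that level; inconclusive = mean inhibition below 30% while every single replicate reaches 30%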;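 note: absorbance from insulin aggregation driven by PDI reduction with DTT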
Target sequence (P07237 whole entry, looked up): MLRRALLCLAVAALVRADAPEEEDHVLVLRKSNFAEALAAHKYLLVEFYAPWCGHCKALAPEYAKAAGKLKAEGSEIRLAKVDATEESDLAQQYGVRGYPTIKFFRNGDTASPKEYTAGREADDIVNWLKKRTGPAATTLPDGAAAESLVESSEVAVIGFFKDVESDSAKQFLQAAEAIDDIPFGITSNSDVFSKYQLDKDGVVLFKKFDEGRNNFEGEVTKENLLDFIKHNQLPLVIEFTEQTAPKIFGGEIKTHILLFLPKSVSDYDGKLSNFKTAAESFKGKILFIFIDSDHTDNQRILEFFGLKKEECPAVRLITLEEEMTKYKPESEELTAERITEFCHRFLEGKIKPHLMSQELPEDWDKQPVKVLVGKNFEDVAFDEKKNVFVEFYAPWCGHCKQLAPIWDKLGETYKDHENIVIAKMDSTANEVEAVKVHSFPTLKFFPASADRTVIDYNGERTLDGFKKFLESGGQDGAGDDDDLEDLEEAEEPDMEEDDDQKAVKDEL
hiPSC survival = increases survival of single human iPS cells; hiPSC single-cell survival, ATPlite luminescence; 100% = ROCK inhibitor wells, 0% = DMSO; survival enhancement, % at 20 µM; 360,000 compounds, 0.044% hits; in the data active = survival enhancement above about 18%;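 note: cells exposed to compounds for 16 hours before the ATP read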
Exocytosis inh = lytic granule exocytosis inhibition | inhibition, % at 10 µM | TALL-104 LAMP-1 surface exposure, flow cytometry; cells stimulated with thapsigargin and PMA | 360,000 compounds, 0.66% hits | AID 651702;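 active = inhibition above about 55%, limit read from the data; inconclusive = no clear call, values can overlap the other calls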
HTR2A ag = agonists of mouse serotonin 5-HT2A receptor (HTR2A) | 360,000 compounds, 0.66% hits | activation, % at 7.6 µM | CHO-K1 mHTR2A beta-arrestin complementation, luminescence; percent of 30 µM serotonin response | P35363;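 active = activation above a run cutoff, the mean activation of all tested compounds plus 3 SD, cut at about 14% in these data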;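 note: 0% = plate median of compound wells and 100% = 30 µM serotonin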
Target sequence (P35363 whole entry, looked up): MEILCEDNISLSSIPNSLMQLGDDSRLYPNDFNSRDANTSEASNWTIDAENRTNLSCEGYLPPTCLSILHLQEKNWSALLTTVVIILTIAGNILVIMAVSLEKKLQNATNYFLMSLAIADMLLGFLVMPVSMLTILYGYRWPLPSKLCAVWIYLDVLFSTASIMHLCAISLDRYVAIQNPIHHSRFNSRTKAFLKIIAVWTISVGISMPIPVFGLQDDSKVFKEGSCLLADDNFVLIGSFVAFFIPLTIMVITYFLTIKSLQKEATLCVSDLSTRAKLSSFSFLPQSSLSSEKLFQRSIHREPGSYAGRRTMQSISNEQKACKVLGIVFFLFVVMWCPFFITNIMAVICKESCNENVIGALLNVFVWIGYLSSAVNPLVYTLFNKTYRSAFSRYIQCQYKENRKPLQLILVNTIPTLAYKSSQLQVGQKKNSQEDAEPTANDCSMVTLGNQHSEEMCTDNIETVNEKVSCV
aDG glyco act = alpha-DG glycosylation activation | activation, % at 10 µM | Pro5-aDG cells, alpha-DG glycosylation AlphaScreen (IIH6); 0% Pro5, 100% B10-LARGE cell signal | 360,000 compounds, 0.22% hits;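 active = activation of at least 8% versus controls, or a plate z-score of at least 8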;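 note: Pro5 are CHO cells carrying HIG-tagged alpha-DG that lacks glycosylation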
Glyco luc inh = blocks N-linked glycosylation in D54 reporter cells. D54 ERlucT glycosylation luciferase reporter, 24 h; percent of 100 nM tunicamycin response. reporter increase, % at 12.5 µM. 360,000 compounds, 0.23% hits. AID 588692;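 active = mean luciferase reporter signal, scaled so untreated is 0 and the glycosylation-blocking control 100, at or above a set limit in every replicate; inconclusive = mean reaches the limit but not every replicate does; inactive = mean below the limit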;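 note: luciferase carries N-glycosylation sites so blocking glycosylation raises the light; 0% = median of neutral control wells and 100% = median of 100 nM tunicamycin wells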
An asterisk follows results filed as active; u = inconclusive; x = no result given.

SMILES	CaV13 ICDI inh	ABCB6 inh MLPCN	Vif imaging	Cardio protect	PDI turbidity	hiPSC survival	Exocytosis inh	HTR2A ag	aDG glyco act	Glyco luc inh
N#CC1=C(N)OC2=C(C(=O)CCC2)C1c1cc2c(cc1Cl)OCO2 (centres undefined)	-5	101	9	2	1	-0.6	-2	6	-0.1	-2
COc1cccc(NC(=O)Cc2nc(-c3ccccc3)sc2-c2ccc(C)cc2)c1	-3	99	-1	0	0	-1.4	-4	-4	0.4	-2
Cn1c(=O)c2sccc2n2c(CCCC(=O)NCc3cccnc3)nnc12	-14	103	6	4	6	0.3	-1	0	-0.1	3
COc1ccc(Sc2nnc(Cc3ccccc3)c3ccccc23)cc1	-5	101	x	11	-18	-0.7	15	3	1.0	17
Cc1ccc(S(=O)(=O)NCC2(c3ccccc3)CCN(C)CC2)cc1	-6	105	-1	1	-44	-0.5	3	-3	-0.1	1
CCC(=O)NCCn1c(C)cc2ccccc21	x	97	x	12	x	1.1	6	9	0.1	1
CCOC(=O)C1CCN(Cc2ccc(F)c(Br)c2)CC1	-4	69*	29	-2	1	-1.7	-1	-5	0.3	-2
CCN(CC)C(=O)Oc1ccc(Br)cc1C(=O)Nc1ccc(F)cc1F	-4	96	-7	3	-3	0.5	4	-2	-0.2	1
NC(=O)C1CCCN(S(=O)(=O)c2ccccc2)C1 (centres undefined)	-9	99	2	2	-1	-0.2	1	1	-0.1	1
CCCCNC(=O)CCNS(=O)(=O)c1ccc(C)cc1	x	98	8	10	17	1.5	-5	5	-0.2	1
COC(=O)c1ccc(Nc2cc(C)nc3nc(C)nn23)cc1	-5	99	-10	6	x	0.2	2	6	-0.1	4
Cc1cccc(C)c1N(CC(O)Cn1c2ccccc2c2ccccc21)S(C)(=O)=O (centres undefined)	-4	101	5	-14	-2	-1.4	16	3	1.5	-5
COc1ccc(OCC(=O)NC(=S)Nc2ccccc2F)cc1	-4	84	-1	-3	-9	0.7	-10	x	-0.2	1
Cc1ccc(Cl)cc1N1CCN(C(=O)c2ccc(NC3=NC4CS(=O)(=O)CC4S3)cc2)CC1 (centres undefined)	-1	99	4	0	3	-0.5	0	3	-0.1	5
COc1cnc(SCc2ccc(Cl)cc2Cl)nc1Cl	-8	97	-1	-22	6	-0.2	2	0	0.2	0
COc1ccc(CNC(=O)CSc2nc3ccc(OC)cc3[nH]2)cc1	-18	96	-2	2	-2	-0.5	2	3	-0.2	-1
COc1cc2c(cc1NC(=O)CN(C)Cc1nc3ccccc3c(=O)[nH]1)oc1ccccc12	x	92	13	33	5	2.1	4	-3	-0.3	-2
COC(=O)C1C(c2ccccc2)C(C(=O)N2CCN(C)CC2)C1c1ccccc1 (centres undefined)	-4	102	6	8	3	1.6	-1	-2	-0.1	1
O=C(CSc1nnc(-c2ccco2)o1)N1CCCCC1	-4	97	13	1	-4	-0.6	0	6	0.1	-4
COc1ccc(C)cc1S(=O)(=O)NC(C)c1cnn(-c2ccccn2)c1C (centres undefined)	-3	93	6	5	0	0.0	-4	4	-0.1	0
O=C(CSc1ncccn1)NC(=O)NCc1ccccc1	-4	94	3	0	-2	4.0	4	-6	0.0	2
Cn1nc(-c2ccc(C(=O)NC3CCCCC3)cc2)c2ccccc2c1=O	-3	89	-5	-2	2	-0.4	-12	1	0.1	3
Cc1ccc(S(=O)(=O)N2CCN(C(=O)C3CC3C)CC2)c(C)c1 (centres undefined)	-6	100	x	-1	-1	-0.5	-6	-3	-0.4	0
Cc1ccc(OCC(=O)N(C)CC(=O)Nc2ccc(Cl)c(C(F)(F)F)c2)c([N+](=O)[O-])n1	-6	96	5	-4	9	-0.2	2	-13	-0.1	3
CCCc1nn(C(=O)c2ccccc2)c2c1C(=O)CC(C)(C)C2	-5	95	4	4	-4	-3.1	-2	5	-0.1	2
COc1ccc(OCc2cc(C(=O)N3CCN(CC(=O)N(C)C)CC3)no2)c(Cl)c1	-2	100	-2	0	-14	1.0	-8	8	-0.1	2
CC(C)(C)c1ccc(C(=O)NCc2nnc(SCC(=O)NCc3ccco3)o2)cc1	x	100	-3	2	18	0.6	-5	-12	0.2	1
CCOC(=O)C1CCN(C(=O)COc2ccc(Br)cc2)CC1	0	99	-8	1	-6	-0.6	-5	3	-0.2	0
CN(C)CCN(C(=O)C1=COCCO1)c1nc2ccc(F)cc2s1	x	96	9	3	3	-0.4	-1	-8	-0.1	-1
Fc1ccc(C(c2nnnn2C2CCCC2)N2CCc3ccccc32)cc1 (centres undefined)	-5	82	6	-6	-5	1.0	-3	-5	0.8	-4
O=C(Nc1ccccc1)c1ccc(NCc2cccnc2)c(S(=O)(=O)N2CCOCC2)c1	-5	101	10	4	0	-1.7	-3	-1	-0.2	2
O=C(Nc1cccc(S(=O)(=O)Nc2ccc(SC(F)F)cc2)c1)C1CCC1	-2	95	-16	-10	u	1.5	5	-9	0.2	-2
CCOc1ccccc1NC(=O)COC(=O)COc1cccc2c1OC(C)(C)C2	-14	101	x	5	-1	0.7	0	0	-0.2	3
Cc1sc(NC(=O)c2ccccc2F)c(CN2CCCCC2)c1C	-7	101	2	-19	-11	1.6	-8	-4	0.2	-1
CN1CCN(C2CN(Cc3cn(Cc4ccc(Cl)cc4)nn3)S(=O)(=O)C2)CC1 (centres undefined)	-8	101	x	x	x	1.3	-3	4	-0.2	x
COc1ccc(OC)c(-c2cc(C(=O)NCc3ccc(Cl)cc3)no2)c1	-5	94	-2	-5	-5	-0.8	-2	2	0.0	2
Cc1ccc(Oc2ccc(NC(=O)CCC(=O)OCC(=O)c3cccs3)cc2)cc1C	-4	111	11	-6	9	2.0	7	-3	-0.2	0
CC1CCCC(C)N1CCCNC(=O)c1csc2c1CCCCC2 (centres undefined)	-5	104	-4	-3	2	-0.5	-3	5	-0.8	-1
COc1ccc(-c2csc3ncnc(N4CCN(S(=O)(=O)c5cccc(C(F)(F)F)c5)CC4)c23)cc1	-1	102	-5	1	-1	2.2	0	3	0.5	-7
CCCN1CCC(=O)N(CCO)CC1	30	96	-4	4	17	2.8	5	0	-0.2	-2
O=[N+]([O-])c1cccc(-c2c(-c3ccccc3)ncc3cc(F)ccc23)c1	-10	98	0	-4	2	-0.7	13	0	0.9	-1
COc1ccccc1CC(=O)N1CCN(S(=O)(=O)c2ccccc2)CC1	-5	94	-4	2	3	-0.1	-5	-1	0.2	0
Cc1c(OC(C)C(=O)NCC2CCC(C(=O)O)CC2)ccc2c(-c3ccccc3)cc(=O)oc12 (centres undefined)	x	97	2	0	x	-0.6	-2	-2	-0.3	3
COc1ccc(C(NC(=O)C2CCN(CCOc3ccc(Cl)cc3Cl)CC2)c2ccccc2C)cn1 (centres undefined)	-13	97	x	-28	5	-2.5	39	-2	3.5	-1
Cc1ccc(S(=O)(=O)NCC(=O)N(CC(=O)NCC2CCCO2)Cc2ccccc2Cl)cc1 (centres undefined)	-7	97	5	8	9	-0.5	0	4	-0.2	-1
COc1cccc(N(CC(=O)NCCSCc2ccco2)S(=O)(=O)c2ccccc2)c1	-5	94	9	4	4	0.9	-20	-5	0.0	-3
CCN1CCN(C(=O)C2CCCN(c3ncnc4c3nc3n4CCCCC3)C2)CC1 (centres undefined)	-7	103	6	-2	-18	-0.6	-3	0	2.8	2
Cc1ccc(/C=N/n2c(C)nnc2C)o1	18	99	-12	0	-16	0.3	2	0	-0.1	1
NC(=O)Cn1nc([N+](=O)[O-])nc1Oc1ccc(Br)cc1	0	100	-16	-6	-1	0.0	-2	0	-0.1	3
COc1ccc(-c2ccc(C(=O)NC(C)C)c3occc23)c(C)c1	-7	92	-26	6	-2	0.8	-10	-3	1.0	-3

(further entries)
SMILES	CaV13 ICDI inh	ABCB6 inh MLPCN	Vif imaging	Cardio protect	PDI turbidity	hiPSC survival	Exocytosis inh	HTR2A ag	aDG glyco act	Glyco luc inh
CN(C)c1ccc(N=Cc2nc(-c3ccccc3)oc2O)cc1	-18	592	5	4	-5	0.9	-1	-11	-0.3	1
COc1ccc(NC(=O)CCCN2C(=O)CN(C)C2=O)cc1Cl	-2	97	-1	0	-3	-0.5	0	1	0.1	4
COc1ccccc1NC(=O)CN1CCOCC1	-19	99	3	-1	-2	-0.1	-1	0	-0.1	2
Cc1ccc(C2(CCNCc3ccc(N(C)C)cc3)CCOC(C(C)C)C2)cc1 (centres undefined)	3	99	-3	-18	4	-0.6	6	-2	4.4	-4
O=C(COc1ccc(Oc2ccccc2)cc1)NC1CCS(=O)(=O)C1 (centres undefined)	-6	96	-8	-4	-12	-0.3	-6	-5	0.1	1

Two of these compounds in a different format:
Values run as follows: CaV13 ICDI inh, ABCB6 inh MLPCN, Vif imaging, Cardio protect, PDI turbidity, hiPSC survival, Exocytosis inh, HTR2A ag, aDG glyco act, Glyco luc inh
> CN(C)c1ccc(N=Cc2nc(-c3ccccc3)oc2O)cc1
    -18, 592, 5, 4, -5, 0.9, -1, -11, -0.3, 1
> COc1ccc(NC(=O)CCCN2C(=O)CN(C)C2=O)cc1Cl
    -2, 97, -1, 0, -3, -0.5, 0, 1, 0.1, 4

Gathered by group: the entries above containing an aryl thioether with sulfur outside any ring
SMILES	CaV13 ICDI inh	ABCB6 inh MLPCN	Vif imaging	Cardio protect	PDI turbidity	hiPSC survival	Exocytosis inh	HTR2A ag	aDG glyco act	Glyco luc inh
COc1ccc(Sc2nnc(Cc3ccccc3)c3ccccc23)cc1	-5	101	x	11	-18	-0.7	15	3	1.0	17
COc1cnc(SCc2ccc(Cl)cc2Cl)nc1Cl	-8	97	-1	-22	6	-0.2	2	0	0.2	0
COc1ccc(CNC(=O)CSc2nc3ccc(OC)cc3[nH]2)cc1	-18	96	-2	2	-2	-0.5	2	3	-0.2	-1
O=C(CSc1nnc(-c2ccco2)o1)N1CCCCC1	-4	97	13	1	-4	-0.6	0	6	0.1	-4
O=C(CSc1ncccn1)NC(=O)NCc1ccccc1	-4	94	3	0	-2	4.0	4	-6	0.0	2
CC(C)(C)c1ccc(C(=O)NCc2nnc(SCC(=O)NCc3ccco3)o2)cc1	x	100	-3	2	18	0.6	-5	-12	0.2	1
O=C(Nc1cccc(S(=O)(=O)Nc2ccc(SC(F)F)cc2)c1)C1CCC1	-2	95	-16	-10	u	1.5	5	-9	0.2	-2
